# Screening data deposited in PubChem BioAssay by several laboratories.
# NS3 helicase inh = inhibitors of Hepatitis C virus NS3 helicase; 290,000 compounds, 0.56% hits; inhibition, % at 10.9 µM; NS3 helicase DNA unwinding, Cy5 molecular beacon fluorescence;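 active = inhibition above the mean of all tested compounds plus 3 SD, set per campaign, cut at about 35% in these data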;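 note: 0% = DMSO wells and 100% = thioflavine S control wells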
#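 Compound dosing – single dose, 10.9 µM nominal final, DMSO 0.8% final · System – NS3 helicase fragment of HCV · Buffer or medium – MOPS pH 6.5, MgCl2, DTT, Tween20, BSA · Signal – Cy5 beacon fluorescence read at start and 1 h · Also added – annealed dual-labelled DNA beacon duplex, ATP-started · Schedule – 1 h at 25 °C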
# GalR3 antag = blocks the human galanin receptor 3; HEK293 GalR3-CNG cAMP membrane potential fluorescence; galR3 body fused to GalR1 C-terminus; 360,000 compounds, 0.44% hits; O60755; AID 651719; inhibition, % at 3 µM;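 active = inhibition above the screen-wide average plus 3 SD, cut at about 13% in these data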;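 note: forskolin and galanin both at EC90 stimulate the cells; cAMP rise reported by CNG channel membrane potential dye signal; 0% = forskolin plus galanin with DMSO and 100% = forskolin alone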
# MEKK3 PB1 HTS = modulators (inhibitors or enhancers) of MEK5 binding to human MEKK3 PB1 domain; bead-based flow cytometry, Alexa488-MEK5 binding to MEKK3; actives lie on both sides; 0 = blocked by unlabeled MEK5, 100 = vehicle; binding response (% of control), % at 10 µM; 290,000 compounds, 1.4% hits; Q99759; AID 1529;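 active = binding response more than 3 SD above or below the average of its plate-row segment, actives on both sides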;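 note: Alexa488 bead fluorescence after subtracting the streptavidin-only scavenger bead signal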
# Target sequence (Q99759 whole entry, looked up, the tested form may be a part): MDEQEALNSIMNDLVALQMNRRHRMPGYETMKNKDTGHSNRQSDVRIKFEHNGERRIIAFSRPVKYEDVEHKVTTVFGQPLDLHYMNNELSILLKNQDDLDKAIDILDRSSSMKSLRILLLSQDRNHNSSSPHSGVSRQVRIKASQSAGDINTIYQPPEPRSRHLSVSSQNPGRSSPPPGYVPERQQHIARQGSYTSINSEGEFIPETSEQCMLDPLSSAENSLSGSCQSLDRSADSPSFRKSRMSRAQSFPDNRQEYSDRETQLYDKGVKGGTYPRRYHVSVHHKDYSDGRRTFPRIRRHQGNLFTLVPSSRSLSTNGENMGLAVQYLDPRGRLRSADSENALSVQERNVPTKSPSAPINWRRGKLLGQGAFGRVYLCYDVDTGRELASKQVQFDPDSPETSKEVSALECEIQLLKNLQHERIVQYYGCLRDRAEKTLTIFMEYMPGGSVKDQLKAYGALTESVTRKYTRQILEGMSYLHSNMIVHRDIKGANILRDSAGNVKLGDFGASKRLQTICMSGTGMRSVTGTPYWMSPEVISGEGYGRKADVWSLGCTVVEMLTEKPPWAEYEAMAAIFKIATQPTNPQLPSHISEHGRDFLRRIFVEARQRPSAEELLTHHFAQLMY
# DNA FID counter = displaces DNA intercalator in HCV helicase counter-screen; 290,000 compounds, 0.17% hits; inhibition, % at 7.9 µM; DNA fluorescent intercalator displacement, fluorescence; in the data active = inhibition above about 37%;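 note: 0% = vehicle and 100% = reference compound; higher means more ethidium bromide displaced from hairpin DNA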
# CRFBP-R2 agonist = CRF-BP/CRF-R2 complex agonism; HEK293 CRF-R2/CRF-BP, calcium dye fluorescence (FLIPR); percent of saturating CRF peptide response; activation, % at 13.2 µM; 350,000 compounds, 0.46% hits; AID 588473;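 active = activation of at least 50%, plus an integration ratio under a set limit after plate pattern correction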;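 note: plate controls were neutral control wells without compound for no effect and CRF at EC100 for full effect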
# MEKK2 WT-MEK5 = raises or lowers MEK5 binding to wildtype human MEKK2 PB1 domain; Q9Y2U5; bead flow cytometry, Alexa488-MEK5 binding to MEKK2 WT; actives lie on both sides; binding response (% of control), % at 10 µM; 290,000 compounds, 1.1% hits; AID 1531; in the data active = binding response below about 67% or above about 130%
# CRFR2-BP antag = antagonists of CRF-binding protein/CRF-R2 receptor complex; HEK293 CRF-R2/CRF-BP, CRF-induced calcium fluorescence; inhibition, % at 11.8 µM; 350,000 compounds, 0.59% hits; AID 588475;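 active = inhibition of the ligand-induced calcium signal above about 50% at the single tested concentration, limit read from the data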
# MEKK2mut PB1 HTS = signal of MEK5 binding to mutant human MEKK2 PB1 domain; AID 1530; bead flow cytometry, Alexa488-MEK5 binding to MEKK2 mutant; 290,000 compounds, 0.35% hits; percent response, % at 10 µM; in the data active = percent response above about 24%, passing the limit was not always enough; note: inactives centre near 1; some results filed as inactive read as strong as hits
# UBC9 SUMO inh = blocks human SUMOylation mediated by UBC9; P63279; HTRF SUMOylation assay, SAE1/SAE2 + UBC9, in vitro; inhibition, % at 35 µM; 290,000 compounds, 0.36% hits; AID 2006; in the data active = inhibition above about 50%, passing the limit was not always enough; note: strong numbers were not always called active
# * marks the source's active call; other numbers are inactive results; · = not tested or not shown.
# Start of the data: the first 6 records as a preview:
SMILES,NS3 helicase inh,GalR3 antag,MEKK3 PB1 HTS,DNA FID counter,CRFBP-R2 agonist,MEKK2 WT-MEK5,CRFR2-BP antag,MEKK2mut PB1 HTS,UBC9 SUMO inh
COc1ccc(C(=O)NC(=S)Nc2ccc3oc(=O)ccc3c2)cc1[N+](=O)[O-],21,-3,98,-8,-1.2,101,-5,1,17
Cc1cccc(OCC2CCCN(Cc3nc(C4CC4)no3)C2)c1 (stereo unspecified),-2,-5,107,-14,0.0,106,4,4,-5
COc1ccc(C(=O)NCCCOC(=O)c2ccc(OC)cc2)cc1,0,5,102,-27,-1.1,106,13,4,-3
N#Cc1c(-c2ccc3c(c2)OCO3)csc1N,17,-9,123*,-4,-3.6,116,0,6,8
Cc1cccc(OCCC(=O)Nc2ccc(F)c(Cl)c2)c1,-15,-4,112,2,0.5,113,-3,1,11
C=CCOc1ccc(C(=O)NC2CCCCC2)cc1,-3,-1,104,-8,0.1,104,5,6,2

# This part in full, previewed entries included:
SMILES,NS3 helicase inh,GalR3 antag,MEKK3 PB1 HTS,DNA FID counter,CRFBP-R2 agonist,MEKK2 WT-MEK5,CRFR2-BP antag,MEKK2mut PB1 HTS,UBC9 SUMO inh
COc1ccc(C(=O)NC(=S)Nc2ccc3oc(=O)ccc3c2)cc1[N+](=O)[O-],21,-3,98,-8,-1.2,101,-5,1,17
Cc1cccc(OCC2CCCN(Cc3nc(C4CC4)no3)C2)c1 (stereo unspecified),-2,-5,107,-14,0.0,106,4,4,-5
COc1ccc(C(=O)NCCCOC(=O)c2ccc(OC)cc2)cc1,0,5,102,-27,-1.1,106,13,4,-3
N#Cc1c(-c2ccc3c(c2)OCO3)csc1N,17,-9,123*,-4,-3.6,116,0,6,8
Cc1cccc(OCCC(=O)Nc2ccc(F)c(Cl)c2)c1,-15,-4,112,2,0.5,113,-3,1,11
C=CCOc1ccc(C(=O)NC2CCCCC2)cc1,-3,-1,104,-8,0.1,104,5,6,2
NS(=O)(=O)c1ccc(NC(=S)N2CCN(c3ccc(Cl)c(Cl)c3)CC2)cc1,-18,21*,97,3,0.0,96,-19,-3,5
COc1ccc(CN2CCC(C(=O)N3CCCC(C)C3)CC2)cc1OC (stereo unspecified),-1,-6,101,3,2.7,105,-1,3,12
CCOc1ccc(NC(=O)CCN2CCN(c3ccccc3F)CC2)cc1,-6,-8,104,6,-0.1,109,-24,5,2
CN(C)S(=O)(=O)c1cccc(NC(=S)NCCc2ccccn2)c1,-3,-4,106,-5,-0.1,101,-1,5,-5
COc1ccc(C(=O)C[n+]2cn(C(F)F)c3ccccc32)c(F)c1,-8,0,97,-4,5.5,87,3,-7,14
CN(C)CCCNc1nc(N)c([N+](=O)[O-])c(NCCO)n1,12,-6,96,0,-1.6,94,4,-3,-1
OC1(c2ccc3c(c2)OCO3)CCN(Cc2ccccn2)CC1,7,-1,107,3,3.6,104,10,2,-4
CS(=O)(=O)N(Cc1ccc(Cl)cc1)c1ccc(C(=O)N2CCN(c3ccccc3)CC2)cc1,-21,-6,101,-26,-0.1,96,1,0,-12
O=C(NC12CC3CC(CC(C3)C1)C2)c1cc([N+](=O)[O-])ccc1N1CCOCC1,1,-2,106,-16,0.1,103,-53,10,11
O=C(O)C1CCCN1c1nc(C(F)(F)F)nc2ccccc12 (stereo unspecified),3,4,100,-1,-0.8,96,-33,0,11
C=CCN(CC=C)CCCOc1ccc(C)cc1OC,-8,-4,101,8,-0.7,102,-1,-2,26
Cc1ccn2c(Nc3ccc4c(c3)OCO4)c(-c3ccc(O)cc3)nc2c1,-51,-4,126,1,-1.0,114,3,25,4
Cc1ccc(NC(=O)c2ccc(Cn3cc([N+](=O)[O-])cn3)cc2)c(C)c1,6,-2,99,-2,-4.2,102,13,-2,17
COc1cc(/C=C/C(=O)O)cc(OC)c1,33,·,86,-2,2.0,85,-5,-17,14
Cn1c(=O)c2c(nc(Sc3ccccc3N)n2C)n(C)c1=O,1,-3,104,-2,1.3,107,-14,6,-8
O=C(COC(=O)CCSc1ccccc1)NCc1ccccc1,7,3,104,-12,-1.8,96,2,0,4
CCN(CCCNC(=O)C1CCN(S(=O)(=O)c2cnc[nH]2)CC1)c1ccccc1,-3,-1,106,-3,-0.6,111,-4,12,2
COC(=O)C(CCCN1C(=O)c2ccccc2C1=O)(NC(C)=O)c1nn[nH]n1 (stereo unspecified),7,-8,97,2,-0.4,95,8,-5,13

# The list is partial; the hit share may differ from the screen's.
